# HKDC1 inh – HKDC1 hexokinase inhibitors, primary screen, biochemical, fluorescence, uHTS. Q2TB90. recombinant HKDC1, G6PDH/diaphorase resazurin coupled fluorescence. inhibition, % at 20 µM. actives 0.16% (n = 340,000). AID 493160, 2011;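 active = inhibition above about 35% when tested at 20 µM, limit read from the data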;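 note: plate controls were DMSO wells with enzyme for no effect and DMSO wells lacking enzyme for full effect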
# Target sequence (Q2TB90 whole entry, looked up): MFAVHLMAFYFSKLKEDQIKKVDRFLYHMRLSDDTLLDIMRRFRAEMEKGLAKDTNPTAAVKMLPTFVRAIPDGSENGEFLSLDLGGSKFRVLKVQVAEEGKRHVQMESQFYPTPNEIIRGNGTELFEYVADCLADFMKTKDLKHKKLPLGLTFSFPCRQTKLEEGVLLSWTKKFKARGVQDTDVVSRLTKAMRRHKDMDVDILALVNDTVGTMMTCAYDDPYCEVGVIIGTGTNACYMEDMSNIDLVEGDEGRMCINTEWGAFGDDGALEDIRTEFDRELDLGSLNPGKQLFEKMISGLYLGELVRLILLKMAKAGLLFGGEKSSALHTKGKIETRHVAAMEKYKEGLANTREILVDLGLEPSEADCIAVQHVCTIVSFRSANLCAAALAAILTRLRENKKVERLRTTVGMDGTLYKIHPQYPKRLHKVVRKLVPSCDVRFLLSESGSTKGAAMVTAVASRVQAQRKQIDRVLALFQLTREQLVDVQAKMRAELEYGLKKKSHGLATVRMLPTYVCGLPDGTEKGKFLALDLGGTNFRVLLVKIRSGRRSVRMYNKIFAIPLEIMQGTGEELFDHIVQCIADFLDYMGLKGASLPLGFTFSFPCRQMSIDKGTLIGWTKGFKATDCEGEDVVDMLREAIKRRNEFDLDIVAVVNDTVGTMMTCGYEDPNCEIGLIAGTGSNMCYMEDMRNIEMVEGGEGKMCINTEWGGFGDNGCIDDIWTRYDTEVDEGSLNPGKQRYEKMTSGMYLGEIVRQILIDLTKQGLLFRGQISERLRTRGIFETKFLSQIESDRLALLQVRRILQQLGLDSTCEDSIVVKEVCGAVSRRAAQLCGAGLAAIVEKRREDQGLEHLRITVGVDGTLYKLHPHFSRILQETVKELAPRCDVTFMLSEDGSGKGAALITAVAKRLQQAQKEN
#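 test system = in-house recombinant HK5 (HKDC1) enzyme | amount = HKDC1 at 5 µg/mL | control set = DMSO-enzyme wells negative, buffer-substituted wells positive | compound = one dose of 20 µM, 1% DMSO | schedule = reaction time 90 min, room temperature, protected from light | technique = resorufin fluorescence at 613 nm | reagent = glucose with 1 mM ATP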
# SENP8 block-1 – human SENP8 protease inhibitors, primary screen, biochemical, fluorescence, Nedd8 protein substrate, uHTS. Sentrin-specific protease 8 (Homo sapiens), Q96LD8. inhibition, % at 20 µM. recombinant SENP8. AID 602440, 2012. actives 0.64% (n = 360,000); in the data active = inhibition mostly above about 40%, no sharp cut-off; inactive = mostly below about 27%
# SENP6 block – SENP6 protease inhibitors, primary screen, biochemical, luminescence, uHTS. Sentrin-specific protease 6 (Homo sapiens), Q9GZR1. Recombinant SENP6 catalytic domain, aminoluciferin luminescence. inhibition, % at 10 µM. actives 1.8% (n = 330,000). AID 2599, 2010;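 active = inhibition above about 50% at the single tested dose, limit read from the data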;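 note: plate controls were DMSO wells with enzyme for no effect and DMSO wells lacking enzyme for full effect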
# PfGluPho inh – PfG6PD enzyme inhibitors, primary screen, biochemical, fluorescence intensity, uHTS | PfGluPho enzyme, NADPH resazurin-diaphorase fluorescence | inhibition, % at 20 µM | actives 0.78% (n = 350,000) | glucose-6-phosphate dehydrogenase-6-phosphogluconolactonase (Plasmodium falciparum 3D7);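 active = inhibition reaching at least a set limit at 20 µM in the primary screen, cut at about 59% in these data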;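 note: 0% = DMSO wells with substrate and 100% = DMSO wells lacking glucose-6-phosphate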
# Apaf-1 inh – inhibitors of human Apaf-1 apoptosome, primary screen, biochemical, DEVD-Rh110 fluorescence, uHTS | Apoptotic protease-activating factor 1 (Homo sapiens), O14727 | reconstituted apoptosome caspase-3 activity | inhibition, % at 20 µM | actives 0.71% (n = 330,000) | AID 489030, 2010; active = inhibition of at least 40% at 20 µM;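 note: plate controls were DMSO wells for no effect and DEVD-CHO caspase inhibitor wells for full effect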
#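 Material: cell-free apoptosome with Apaf-1, procaspase-3 and caspase-9; Buffer or medium: Hepes pH 7.5 with detergent and BSA; Reagent: cytochrome c trigger plus (Z-DEVD)2-Rh110 caspase-3 substrate; Times: compound with Apaf-1, dATP, procaspase-3 30 min, then 50 min reaction, room temperature; Technique: Rh110 fluorescence intensity.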
# SENP8 block-2 – SENP8 protease inhibitors, primary screen, biochemical, luminescence; inhibition, % at 10 µM; purified SENP8, Z-RLRGG-aminoluciferin cleavage; Sentrin-specific protease 8 (Homo sapiens), Q96LD8; AID 2540, 2010; actives 1.2% (n = 330,000); in the data active = inhibition above about 50%
# SENP1 FRET inh – human SENP1 catalytic domain inhibitors, primary screen, biochemical, FRET, uHTS. Sentrin-specific protease 1 (Homo sapiens), Q9P0U3. recombinant SENP1 catalytic domain, CyPet-SUMO1-YPet FRET cleavage. inhibition, % at 10 µM. actives 0.21% (n = 360,000);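 active = inhibition at least 30% at 10 µM, raw YFP signal under a set limit, fluorescence ratio 0.5 to 1.5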;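 note: 0% = enzyme with DMSO and 100% = no enzyme wells; some results filed as inactive read as strong as hits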
#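 Material: hSENP1 catalytic domain, recombinant; medium: Tris pH 8 with BME, BSA, NP40 and catalase; compound: single concentration of 10 µM compound, 0.5% DMSO final; technique: FRET read of cyan and yellow fluorescence; timing: 50 min enzyme reaction, room temperature, light-protected; reagent: SFCypet-SUMO1-SFYpet substrate at 25 nM; control set: no-enzyme low, enzyme-DMSO high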
# SENP7 block – SENP7 protease inhibitors, primary screen, biochemical, luminescence, uHTS. recombinant SENP7, Z-RLRGG-aminoluciferin luminescence, 40 min. inhibition, % at 5 µM. actives 1.5% (n = 330,000);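 active = inhibition above about 50% at the single test dose, limit read from the data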;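 note: plate controls were DMSO with enzyme for no effect and no enzyme buffer wells for full effect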
# Starred values were filed as active, the others as inactive; x = not tested or not shown.
SMILES,HKDC1 inh,SENP8 block-1,SENP6 block,PfGluPho inh,Apaf-1 inh,SENP8 block-2,SENP1 FRET inh,SENP7 block
Cc1nnc(NC(=O)C2CCN(S(=O)(=O)c3cc([N+](=O)[O-])ccc3Cl)CC2)o1,6.9,0.7,-0.1,20.6,-6.2,7.9,0.1,-0.3
COc1cccc(/C=N/NC(=O)c2ccc(-n3cnnn3)cc2)c1,3.9,-11.2,-8.2,19.8,0.5,2.8,-1.2,-3.2
COc1ccc(C(=O)Oc2ccc3ccc(=O)oc3c2)cc1OC,-4.5,-286.9,-16.0,-0.3,-4.1,-16.7,-125.5,-6.9
Cc1c(C#N)c2ncnc(N)c2n1-c1ccccc1,-6.9,23.3,-9.1,2.7,7.8,-11.1,-4.8,-10.7
CCCCn1nc(C(=O)NCC(c2cccs2)N2CCOCC2)c2ccccc2c1=O (stereo not drawn),-0.6,5.1,0.1,5.9,3.9,-2.0,0.6,11.0
COc1ccc(-c2nc(SCC(=O)N3CCOCC3)n[nH]2)cc1,-1.7,9.9,-0.6,-10.3,-11.7,-3.0,2.8,13.0
COC(=O)c1[nH]c2ccc(Cl)cc2c1NC(=O)CCN1CCOCC1,-3.6,-358.3,-6.0,-1.1,7.6,-2.7,0.3,-0.2
Nc1nc(CSc2nnnn2-c2ccc(F)c(Cl)c2)nc(N2CCOCC2)n1,-0.5,16.3,-1.0,2.1,-3.6,4.7,1.7,4.2
CCOc1ccc(NC(=O)C2CC(C)=C(C)CC2C(=O)O)cc1 (stereo not drawn),-3.3,21.1,3.3,-2.2,-2.7,5.7,2.6,7.9
CCCC(=O)C1=C(N(C)c2ccccc2)CC(C)(C)C(C(=O)OC)C1=O (stereo not drawn),-5.5,10.0,-24.0,14.0,5.4,-8.5,3.0,-3.2
C1CN(c2nc3nonc3nc2N2CCOCC2)CCO1,x,x,-2.7,x,-7.5,-8.8,x,-7.1
CCOC(=O)C1CCCN(C(=O)C2CCN(c3nnc(-n4cccc4)s3)CC2)C1 (stereo not drawn),-4.1,9.3,-1.4,-8.2,16.2,-5.4,1.4,-7.5
C[C@H]1CN=C(N(C)C)N1CCC1CCCC1,-7.7,11.1,-4.6,-1.6,-13.4,5.7,0.7,-0.8
Cc1c(C(=O)NC(C)CCc2ccccc2)cccc1[N+](=O)[O-] (stereo not drawn),-2.0,18.9,-10.0,-2.7,1.3,8.8,0.7,-0.6
COc1cc(CN2CCN(c3cccc(C)c3C)CC2)cc([N+](=O)[O-])c1O,-2.0,18.8,-1.2,-26.0,5.0,5.5,-1.1,4.3
CN(C)C=NC(=O)c1ccc([N+](=O)[O-])c(CS(=O)(=O)c2ccc(Cl)cc2)c1,-5.0,17.8,7.9,6.6,3.8,-3.0,-1.6,7.0
Cc1ccc(-n2nnnc2SCn2nnc3ccccc3c2=O)cc1,-7.2,6.2,5.8,4.7,13.7,-15.3,0.7,-10.3
CCn1c(SCC(=O)NCC2CCCO2)nnc1-c1ccc(Cl)cc1 (stereo not drawn),-4.4,-2.9,9.3,-4.8,-5.7,5.9,0.5,0.1
O=C1NC2(CCCC2)C(=O)N1CCS(=O)(=O)Oc1ccccc1,-5.0,9.8,11.3,-21.4,-9.8,2.9,3.0,-2.5
O=C(O)[C@H](CSCc1ccccc1)NS(=O)(=O)c1ccc(F)cc1,-9.1,16.0,-0.5,-11.8,2.0,2.5,1.3,-1.1
Cc1ccc(NS(=O)(=O)c2ccc3c(c2)OCCCO3)cc1S(=O)(=O)N1CCOCC1,5.2,4.4,-16.6,-18.6,-3.1,-0.2,0.5,-3.5
COc1cc(/C=N/NC(=O)c2ccoc2C)ccc1O,0.9,-21.7,68.0*,6.9,-1.6,59.8*,2.0,60.9*
C/C=C/C(=O)OCC(=O)Nc1cccc(S(=O)(=O)NC2=NCCCCC2)c1,-3.7,7.6,-20.8,-3.2,-5.4,-5.6,3.8,-8.0
C/C(=N\Nc1c(F)c(F)c(Br)c(F)c1F)c1ccncc1,2.0,17.7,7.4,-7.1,17.1,-0.2,1.5,-6.3
Cc1cc(C)c(S(=O)(=O)N2CCCCCC2)cc1Br,-6.5,5.3,5.0,1.4,4.7,-2.7,2.4,-1.0

# Reprinted from the part before: 4 compounds, then new ones.
SMILES,HKDC1 inh,SENP8 block-1,SENP6 block,PfGluPho inh,Apaf-1 inh,SENP8 block-2,SENP1 FRET inh,SENP7 block
COc1cc(/C=N/NC(=O)c2ccoc2C)ccc1O,0.9,-21.7,68.0*,6.9,-1.6,59.8*,2.0,60.9*
C/C=C/C(=O)OCC(=O)Nc1cccc(S(=O)(=O)NC2=NCCCCC2)c1,-3.7,7.6,-20.8,-3.2,-5.4,-5.6,3.8,-8.0
C/C(=N\Nc1c(F)c(F)c(Br)c(F)c1F)c1ccncc1,2.0,17.7,7.4,-7.1,17.1,-0.2,1.5,-6.3
Cc1cc(C)c(S(=O)(=O)N2CCCCCC2)cc1Br,-6.5,5.3,5.0,1.4,4.7,-2.7,2.4,-1.0
COC(=O)c1ccc(CS(=O)(=O)c2ccc(F)cc2)o1,1.2,17.1,-10.3,-9.0,3.4,4.9,3.1,4.1
Oc1ccc(N=Nc2ccccc2-c2nn[nH]n2)c(O)c1,1.5,15.5,4.9,-32.4,12.1,-4.3,9.0,-5.2
O=[N+]([O-])c1ccc(NCCOc2ccccc2Cl)nc1,-3.8,15.1,9.8,-6.1,-1.4,4.3,2.3,-4.8
N#Cc1c(N)nc2c(c1-c1ccccc1)CCCC2,-3.4,-238.0,10.2,-9.8,-3.1,-5.2,0.0,-4.1
COCC(C)NC(=O)c1ccc2nc(-c3ccccc3)c(-c3ccccc3)nc2c1 (stereo not drawn),-3.0,-263.2,4.9,-4.2,5.7,-6.1,-1.2,-11.6
Cc1nc2cc(-c3cccc(F)c3)nn2c(C)c1CCC(=O)NC(C)CCc1ccco1 (stereo not drawn),12.7,-379.8,19.4,7.2,18.9,11.1,-4.5,5.4
O=C1Nc2ccccc2C1=Nc1ccc(Br)cc1,7.4,1.7,0.6,1.8,5.9,13.9,-1.1,-4.4
COc1ccc(-n2nc3c(c2NC(=O)c2ccc4c(c2)OCO4)CS(=O)(=O)C3)cc1,-6.4,-101.4,6.9,-3.5,4.1,-10.2,-4.5,-1.3
N#CC(Nc1ccccc1)c1ccccc1OCc1ccccc1 (stereo not drawn),-5.5,-2.1,-11.5,22.4,1.2,-0.1,0.3,-2.5
COc1ccc(NC(=O)CCN2C(=O)C3C4C=CC(C4)C3C2=O)cc1 (stereo not drawn),-2.7,7.9,-6.1,-10.5,-5.6,8.1,0.7,1.1
COc1cc(CC(=O)N(C)CC(=O)Nc2ccc(Cl)c(C(F)(F)F)c2)cc(OC)c1OC,-2.6,7.2,-1.2,11.4,14.7,6.6,0.5,-0.4
COc1ccc(-c2[nH]ncc2CN2CCN(c3ccccn3)CC2)c(OC)c1,-4.4,1.7,13.7,11.4,-9.3,4.2,1.7,-7.5
O=C(Nc1ccc(C(=O)N2CCOCC2)cc1)C1CCC1,-2.9,1.2,x,0.3,x,x,0.6,x
Cc1ccc(-c2cc3nc4c(c(=O)n3[nH]2)CCCC4)cc1,5.3,-91.8,40.6,17.5,4.5,10.9,1.4,44.9
NS(=O)(=O)c1ccc(Cl)cc1[N+](=O)[O-],3.7,19.1,-5.8,-9.3,8.5,-9.0,1.5,4.5
CC1Cc2ccccc2N1C(=O)CSc1nnc(N)s1 (stereo not drawn),-4.4,4.8,3.0,1.6,7.1,5.4,1.6,-1.1
Cc1ccccc1C(=O)NCC(=O)OC(C)C(=O)Nc1cccc(S(=O)(=O)N2CCOCC2)c1 (stereo not drawn),1.7,3.8,-6.9,-21.4,1.6,-7.6,2.7,-2.9
O=C(COC(=O)c1n[nH]c2ccccc12)NC(=O)NC1CCCCC1,3.0,9.2,-18.4,-10.0,12.3,3.6,-0.5,4.6
CCCSc1nc2c(c(=O)[nH]c(=O)n2C)n1CCc1ccccc1,-5.3,1.1,-1.2,7.5,0.2,0.6,2.1,7.1
Cc1ccc2c(c1)CCCN2CC(=O)Nc1cc(S(=O)(=O)N2CCCC2)ccc1Cl,6.4,-58.6,-1.0,5.9,24.1,-12.8,-9.7,-1.5
Cc1cc(Cl)ccc1OCC(=O)OCC(=O)N(CC(C)C)c1c(N)n(Cc2ccccc2)c(=O)[nH]c1=O,-2.8,0.3,-5.3,-14.7,6.3,-1.5,0.7,-1.1
CCn1c(COc2ccc(=O)n(-c3ccccc3)n2)nnc1SCc1cccc(OC)c1,0.1,22.4,-19.0,13.9,2.5,-6.4,0.2,-1.3
O=C1C=CC(=C(c2ccc(O)cc2)c2ccc(O)cc2)C=C1,3.4,0.0,-8.2,4.0,0.2,-0.7,2.3,3.7
O=[N+]([O-])c1ccc(Nc2nc(N3CCOCC3)nc(N3CCOCC3)n2)cc1,-2.9,0.3,2.7,18.2,-10.5,4.6,3.2,0.5
CCc1nc(N)c(C#N)c(-c2ccco2)c1C,-7.9,-271.9,-9.9,-0.5,8.6,-5.6,-2.4,-8.1
# (more compounds)
SMILES,HKDC1 inh,SENP8 block-1,SENP6 block,PfGluPho inh,Apaf-1 inh,SENP8 block-2,SENP1 FRET inh,SENP7 block
O=CN(Cc1ccccc1)c1cc([N+](=O)[O-])ccc1OCc1ccccc1,4.4,14.1,x,18.2,x,x,0.1,x
CC(=O)Nc1ccc(S(=O)(=O)N2CCN(C(=O)N3CCCC3)CC2)cc1,-5.8,-0.3,-11.6,-15.8,5.0,8.6,-0.1,3.7
CC(c1ccccc1)n1cc(C(=O)NCC2COc3ccccc3O2)nn1 (stereo not drawn),-3.1,15.6,-3.6,-8.1,10.2,-2.0,1.4,-12.0
COC(=O)c1sccc1NC(=O)Nc1cc(C)ccc1C,-5.7,-6.4,-12.2,-7.7,8.2,-8.0,1.3,8.7
Cc1cc(C)nc(NS(=O)(=O)c2ccc(N3C(=O)C4CC=C(Cl)CC4C3=O)cc2)n1 (stereo not drawn),-1.5,7.8,-0.9,-2.9,-6.6,2.5,-7.2,2.2
Cc1ccc(/C=C/S(=O)(=O)N2CCC(C(=O)O)CC2)cc1,0.3,16.5,-20.1,-20.2,6.9,-4.5,1.2,-4.4
CCN(c1ccc(NC(=O)CSc2nnc3nc(C)cc(C)n23)cc1)C(C)C,-1.9,1.1,-1.4,10.0,6.6,-4.9,3.7,4.1
CCCCCCOC(=O)Nc1ccc(S(=O)(=O)Nc2cccc([N+](=O)[O-])c2)cc1,-4.7,5.0,51.6*,1.1,13.7,-6.7,1.9,-7.9
O=C(O)c1ccc(OS(=O)(=O)c2ccc(Cl)s2)c(Cl)c1,-0.4,14.5,55.7*,-32.3,0.7,45.5,0.5,5.7
